# Screening data deposited in PubChem BioAssay by National Center for Advancing Translational Sciences (NCATS).
# PNC assembly inh: High Content Assay for Compounds that inhibit the Assembly of the Perinucleolar Compartment; actives 3.1% (n = 140,000); PC3M PTB-GFP, PNC prevalence imaging, 16 h; stronger effect = lower value; AID 2417, 2010; activity change (PNC), negative = inhibition, % at 10 µM;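 active = readout at or below -70, meaning at least 70% loss of cells showing the perinucleolar compartment, a nuclear body marking cancer cells; inconclusive = readout between -30 and a set limit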;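 note: plate controls were DMSO wells for no effect and camptothecin positive control wells for full effect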
#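 Compounds are pinned in duplicate onto adhered PC3M cells stably expressing GFP-tagged PTB and incubated 16 h at 37 C. Cells are then fixed, nuclei stained with Hoechst, and PNC-positive cells counted.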
# 15-hLO-2 inh: qHTS Assay for Inhibitors of 15-hLO-2 (15-human lipoxygenase 2) | Polyunsaturated fatty acid lipoxygenase ALOX15B (Homo sapiens), O15296 | purified 15hLO-2, xylenol orange hydroperoxide absorbance | Potency, µM (titrated, usually from 57.1 µM), without a hit: at the highest dose activity change, negative = inhibition, most hits filed as inhibitors | actives 0.56% (n = 110,000) | AID 881, 2007; note: potency is the fitted concentration of half-maximal effect; nearly all actives have a fitted effect of over 60% in size; many of its hits are not listed in these tables
# Target sequence (O15296 whole entry, looked up): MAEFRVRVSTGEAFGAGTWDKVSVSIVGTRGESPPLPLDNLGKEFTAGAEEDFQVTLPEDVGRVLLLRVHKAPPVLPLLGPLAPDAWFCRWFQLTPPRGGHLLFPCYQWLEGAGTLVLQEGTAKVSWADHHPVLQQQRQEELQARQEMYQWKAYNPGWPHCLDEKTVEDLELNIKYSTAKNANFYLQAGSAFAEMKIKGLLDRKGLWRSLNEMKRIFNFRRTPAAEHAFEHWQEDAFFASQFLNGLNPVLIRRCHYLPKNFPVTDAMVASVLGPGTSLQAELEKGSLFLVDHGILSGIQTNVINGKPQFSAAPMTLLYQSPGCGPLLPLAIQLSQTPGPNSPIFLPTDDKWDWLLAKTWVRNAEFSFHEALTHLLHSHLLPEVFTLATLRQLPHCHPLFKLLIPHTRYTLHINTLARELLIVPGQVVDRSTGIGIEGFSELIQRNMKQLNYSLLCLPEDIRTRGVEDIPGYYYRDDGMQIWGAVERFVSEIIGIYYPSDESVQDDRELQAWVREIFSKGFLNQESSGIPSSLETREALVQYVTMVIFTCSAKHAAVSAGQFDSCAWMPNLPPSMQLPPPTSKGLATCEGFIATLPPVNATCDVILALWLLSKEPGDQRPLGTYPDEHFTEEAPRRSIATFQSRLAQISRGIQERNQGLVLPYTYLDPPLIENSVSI
#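 Screening format was qHTS against 50 nM purified 15hLO-2 in Hepes pH 7.5 with detergent. Activity follows hydroperoxide formation from 45 uM arachidonic acid, measured as 573:405 nm absorbance ratio of the ferric-xylenol orange complex.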
# IMPase inh: qHTS Assay for Identifying the Cell-Membrane Permeable IMPase Inhibitors | Inositol monophosphatase 1 (Rattus norvegicus), P97697 | inhibition (IP1 accumulation), % at 46.1 µM | AID 901, 2007 | CHO-M1 cells, IP1 accumulation, HTRF TR-FRET ratio | 120,000 tested, under 10 active; active = well fitted curve in the direction sought with a large enough effect in the signal ratio, not every such curve was filed as active; inconclusive = small, poorly fitted or top-dose-only effect, or a change in a side signal; inactive = no such curve, though single readings can be large or run the other way; the % refers to the signal ratio;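 note: cells stimulated with carbachol in lithium chloride buffer; plate controls were DMSO basal wells for no effect and reference inhibitor wells for full effect; higher means more IMPase inhibition seen as more IP1 and lower FRET ratio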
# Target sequence (P97697 whole entry, looked up): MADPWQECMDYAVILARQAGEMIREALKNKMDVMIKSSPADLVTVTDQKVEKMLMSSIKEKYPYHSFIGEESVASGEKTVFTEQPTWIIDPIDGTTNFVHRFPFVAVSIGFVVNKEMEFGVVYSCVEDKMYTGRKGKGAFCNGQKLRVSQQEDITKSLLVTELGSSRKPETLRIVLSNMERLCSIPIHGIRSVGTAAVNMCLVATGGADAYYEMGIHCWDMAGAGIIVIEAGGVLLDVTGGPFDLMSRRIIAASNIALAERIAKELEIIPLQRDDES
#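 CHO-M1, 2000 cells/well, cultured 16–30 h; cpd up to 46 uM; carbachol (50 uM solution, stimulation buffer w/ 50 mM LiCl, pH 7.4), 30 min 37C; IP-One TR-FRET, 10 min RT; Ex 320/Em 665, 620; Hill-fit AC50.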
# ALOX12 inhib: qHTS Assay for Inhibitors of 12-hLO (12-human lipoxygenase); Polyunsaturated fatty acid lipoxygenase ALOX12 (Homo sapiens), P18054; purified 12-hLO, xylenol orange hydroperoxide absorbance; Potency, µM (doses to about 57.1 µM), inactives show top-dose activity change, negative = inhibition, usual class: inhibitors; actives 0.12% (n = 150,000); note: potency is the fitted concentration of half-maximal effect; nearly all actives have a fitted effect of over 55% in size; many of its hits are not listed in these tables
#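 Hydroperoxide output read as Fe(III)-xylenol orange absorbance, 573-to-405 nm ratio, after 30 min reaction with 40 uM arachidonic acid. Enzyme: 150 nM purified human 12hLO, 15 min compound preincubation; 25 mM Hepes pH 7.0, room temperature.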
# * hit, by the source's call; ? = inconclusive; / = no result given; [ ] = another dose, or the depositor's remark. Unless noted, calls come from the whole dose curve; as a rule, active = well fitted curve in the direction sought with a large enough effect; inconclusive = small, poorly fitted or top-dose-only effect, or another doubt; inactive = no such curve, though single readings can be large; an effect the other way counts as inactive or inconclusive. Unless noted, % is set by controls: 0 for no effect and ±100 for the full control effect. This is a random part of the collection. Share with any hit: about 3.1%.
SMILES,PNC assembly inh,15-hLO-2 inh,IMPase inh,ALOX12 inhib
CCC(=O)N(CCc1ccccc1C)Cc1cc2cc3c(cc2[nH]c1=O)OCO3,-26,4%,-3,-4%
N#Cc1c(-c2ccc(Br)cc2)nc2n(c1=O)CCCS2,?,1%,2,-2%
CCn1c(=O)c(NC(=O)c2ccccc2)c2n(c1=S)CCCCC2,-27,4%,-2,-6%
COc1ccc(NC(=O)CSc2ncccc2C(=O)OC(C)C)cc1OC,-12,13%,9,-5%
O=C(Cc1cccs1)N/N=C/C(Br)=C/c1ccccc1,78,7%,10,0%
COc1ccccc1N1CCN(C(=O)c2ccc(Cl)c(S(=O)(=O)NCc3ccco3)c2)CC1,?,-3%,10,-1%
CN([C@@H](Cc1ccc(OS(=O)(=O)c2cccc3cnccc23)cc1)C(=O)N1CCN(c2ccccc2)CC1)S(=O)(=O)c1cccc2cnccc12,?,21%[0.0915 µM],/,1%[0.00818 µM]
O=C(CN1CCC(n2nnc3cc(C(F)(F)F)ccc32)CC1)Nc1ccc2c(c1)OCCO2,36,19%,4,-11%
Cc1ncc(S(=O)(=O)c2ccccc2)c(-c2ccc(Cl)cc2Cl)n1,?,-5%,-1,-1%
COC(=O)C1(C)C=CC2(CCCCC2)N1C(=O)c1ccccc1 (stereo unspecified),/,-3%,/,2%
COc1cccc(C2=N/C(=C\N(C)C)C(=O)O2)c1,-13,2%,-3,3%
CC(NC(=O)c1nn(C)c(=O)c2ccccc12)c1ccc(F)cc1 (stereo unspecified),-20,0%,5,-6%
O=C(O)CCSc1nc2ccccc2s1,?,-9%,-8,5%
COCc1nnc(NC(=O)c2cccs2)s1,-5,-10%,-6,-1%
CC(=O)OC1CCC2(O)CC1(C)CCC1C2CC1(C)C (stereo unspecified),/,-3%,/,2%
CCOC(=O)NC1(C(F)(F)F)NC(=O)N(c2cccc(C(F)(F)F)c2)C1=O (stereo unspecified),5,/,17,-1%
Oc1cccc(-c2nc3ccccc3s2)c1,?,-22%,-11,-11%
N#CCCN(C1CCCCC1)S(=O)(=O)c1cccc2nsnc12,27,/,/,2%
N#C/C(=C\c1ccc(/C=C(/C#N)c2nn(CCO)c(N)c2C#N)cc1)c1nn(CCO)c(N)c1C#N,26,/,/,1%
CCN(CC)CCN1C(=O)C(=O)/C(=C(/O)c2ccc(OCC(C)C)cc2)C1c1ccncc1 (stereo unspecified),21,-6%,-3,-7%
CCOC(=O)c1[nH]c2ccccc2c1NC(=O)c1ccc2c(c1)OCO2,-7,1%,3,-6%
COc1ccc(C(=O)c2c[nH]c(C(=O)NCc3cccs3)c2)cc1,?,-10%,-5,3%
CCN(CC)c1nc(-c2ccccc2)cc(C(F)(F)F)c1C#N,?,6%,-7,-2%
C/C=C/Cn1c(SC)nc2c1c(=O)[nH]c(=O)n2C,-29,-18%,5,-3%
S=C(NCc1ccco1)N/N=C/c1ccc(Cl)cc1,17,/,/,?
Cc1cc(C)cc(N(C(=O)c2ccc3c(c2)OCO3)C2C=CS(=O)(=O)C2)c1 (stereo unspecified),0,-3%,7,-3%
CCc1ccccc1NC(=O)C1c2ccccc2Oc2ccccc21,?,/,/,-1%
CCCCNC(=O)CN(c1cccc(F)c1)S(C)(=O)=O,-25,/,2,3%
O=C(NCc1ccc2c(c1)OCO2)C1(S(=O)(=O)c2ccccc2)CC1,?,/,11,0%
Cc1ccc(CNC(=O)C(OC(=O)c2ccco2)C(C)C)cc1 (stereo unspecified),-7,-1%,-8,-12%
CC(C)NCC[C@@H](O)c1cc2ccccc2o1,/,-2%[11.4 µM],/,4%[11.4 µM]
Cc1c(C(=O)NCCN2CCOCC2)oc2ccc(S(=O)(=O)N3CCCCCC3)cc12,?,23%,16,-2%
Cc1ccc(-n2nnnc2SCC(=O)Nc2cccnc2Cl)cc1,56,/,/,1%
COc1ccc(N/C=C(/C(C)=O)c2ccccc2)cc1,?,-2%,-6,-16%
O=C(/C=C/c1cccc([N+](=O)[O-])c1)NC(=S)Nc1ccc(CN2CCOCC2)cc1,?,/,/,0%
Cc1ccc(-n2c3c(c(=O)[nH]c2=S)C(C(F)(F)F)(C(F)(F)F)NC(=O)N3)cc1,19,8%,-4,7%
NC(CSCSCC(N)C(=O)O)C(=O)O (stereo unspecified),/,-2%,/,3%
CC(C)(C)c1nnc(NC(=O)Cc2ccccc2[N+](=O)[O-])s1,?,/,/,-1%
COc1ccccc1NC(=O)CSc1nnc(-c2ccccc2)o1,-5,3%,5,6%
COc1cccc(NC(=O)COC(=O)c2ccco2)c1,-5,/,-7[1.84 µM],-1%
CCCC(=O)Nc1c(-c2ccccc2)c(=O)c(C)nn1-c1ccc(Cl)cc1,?,/,-23,-5%
CCN(CC)S(=O)(=O)c1cccc(NC(=O)c2cc(-c3cccs3)nn2-c2ccccc2)c1,10,/,/,0%
O=C(Oc1cccnc1)c1cccc(Cl)c1,44,15%,-11,-7%
Cc1ccccc1-c1nsc(SCC(=O)Nc2ccc3c(c2)OCO3)n1,4,/,12,-3%
O=C(CCCCCN1C(=O)c2ccccc2C1=O)NCCc1nc2ccccc2[nH]1,47,27%,0,0%

# Record cards, as listed above. Values in the order: PNC assembly inh	15-hLO-2 inh	IMPase inh	ALOX12 inhib
# `CC(C)(C)c1nnc(NC(=O)Cc2ccccc2[N+](=O)[O-])s1` is listed as ?	/	/	-1%
# `COc1ccccc1NC(=O)CSc1nnc(-c2ccccc2)o1` is listed as -5	3%	5	6%
# `Cc1ccccc1-c1nsc(SCC(=O)Nc2ccc3c(c2)OCO3)n1` is listed as 4	/	12	-3%
# `CC(C)NCC[C@@H](O)c1cc2ccccc2o1` is listed as /	-2%[11.4 µM]	/	4%[11.4 µM]
# `COc1ccc(N/C=C(/C(C)=O)c2ccccc2)cc1` is listed as ?	-2%	-6	-16%

# New compounds follow:
SMILES,PNC assembly inh,15-hLO-2 inh,IMPase inh,ALOX12 inhib
CCOC(=O)C1=C(C)NC(=O)C(C(N)=O)C12CCCC2 (stereo unspecified),6,6%,-4,-2%
COC(=O)c1ccc(-c2nn(C)c(=O)c3ccccc23)cc1,-108*,-6%,-8,0%
COC(Cc1nnc(SC)n1-c1ccc(Cl)cc1)OC,?,-8%,-2,9%
CCN1CCC(NC(=O)c2cc(OC)c(OC)cc2OC)CC1,-17,1%,-14,2%
COCCNC(=O)C(OC(=O)c1cccs1)c1ccccc1 (stereo unspecified),-12,-3%,-8,5%
CCn1c(SCC(=O)N2CCN(c3ccc(F)cc3)CC2)nc2ccccc2c1=O,-15,3%,-4,2%
C1CCCN(CCCCN2CCCCCC2)CC1,-23,14%,11,-1%
COc1cccc(NC(=O)CCSc2ccc3ccccc3n2)c1,-8,/,?,1%
O=S(=O)(Nc1nc2c(s1)CCCC2)c1ccc(Br)cc1,-10,/,4,-18%
COC(=O)C1=C(C)N(CCc2ccc(OC)c(OC)c2)C(=O)/C1=C\c1ccc(O)cc1,-116*,/,/,-2%
Cc1csc(NC(=O)CCS(=O)(=O)c2ccc(Br)cc2)n1,16,-9%,-6,-6%
COc1cc(NC(=O)C2COc3ccccc3O2)c(OC)cc1Cl (stereo unspecified),7,-1%,1,-14%
CC(C)(C)NC(=O)C12CC3CC(CC(Cl)(C3)C1)C2,10,/,-10,0%
Cc1ccc(-c2nnn(CC(=O)N(Cc3cccs3)C(C(=O)NC(C)(C)C)c3ccc(C)o3)n2)o1 (stereo unspecified),29,-13%,12,0%
CCOc1ccc(Cc2c(Cl)nc(N)nc2Cl)cc1,13,-8%,-4,2%
NS(=O)(=O)c1cc2c(cc1Cl)=NC(CCC(=O)O)=NS=2(=O)O,/,-3%[11.4 µM],/,2%[11.4 µM]
Cc1cc(Nc2ccc(N3CCC(C)CC3)cc2)n2ncnc2n1,11,-9%,-3,2%
COC(=O)c1cc(NC(=O)c2c(F)c(F)c(F)c(F)c2F)cc(C(=O)OC)c1,-17,/,/,0%
Cc1cc2nc(C)n3c4ccccc4nc3n2n1,?,-2%,7,-5%
C=CCSC1=N/C(=C\c2sccc2C)C(=O)S1,-5,?,2,-20%
OC(Cn1ccnc1)c1ccc(Cl)cc1Cl (stereo unspecified),-2,19%,-1,-4%
CC(C)C(NC(=O)COc1ccc2ccccc2c1)C(=O)N/N=C/C=C/c1ccccc1 (stereo unspecified),54,4%,-4,-5%
CON(C)c1nc(OCCNC(=O)OCc2ccc(Cl)cc2Cl)nc(N(C)C)n1,-4,-8%,5,2%
O=C(O)C1CCCCC1C(=O)NCc1cn2ccccc2n1 (stereo unspecified),?,5%,2,1%
Nc1c(C(=O)Nc2ccc(S(=O)(=O)N3CCCC3)cc2)sc2nc3ccc(OC(F)(F)F)cc3cc12,-19,/,5,-3%
CSCC[C@H](NC(=O)COc1ccc(Cl)cc1)c1nc2ccccc2[nH]1,-30,/,/,-2%
O=C(O)c1ccc(CO)o1,/,-12%,/,2%
Cc1ccc(-n2c(Cc3cccn3C)nnc2SCC(=O)N2CCc3ccccc32)cc1,?,-10%,0,-5%
Cn1cccc1C(=O)N1CCC2(CC1)CN(C(=O)Nc1cccc(C#N)c1)C2,/,-7%,/,-3%
CC(=O)C1=C(C)NC(SCC(N)=O)=C(C#N)C1c1cccs1 (stereo unspecified),-1,10%,-15,-2%
COc1ccc(C(C#N)N2N=C(C)CC2(C)C)cc1OC (stereo unspecified),-21,2%,3,-8%
O=C(CCN1C(=O)c2ccccc2C1=O)OCN1C(=O)c2ccccc2C1=O,-4,7%,5,6%
C=CCSc1nnc(C)n1-c1ccc(Cl)cc1,2,-3%,-8,4%
CCN(CCCNC(=O)COc1cc(=O)n(CC)c2ccccc12)Cc1ccccc1,-30,3%,11,5%
Cc1noc(NC(=O)c2ccc(F)cc2)c1C#N,-8,1%,6,8%
CCOc1ccccc1NC(=O)C1CCC(CNc2c(N3CCOCC3)c(=O)c2=O)CC1 (stereo unspecified),-12,/,4,-1%
CCOc1ccc(N(CC(=O)Nc2nccs2)S(=O)(=O)c2c(C)noc2C)cc1,34,9%,4,1%
CCC(CCC(C)C1CCC2C3CC=C4CC(OC(C)=O)CC[C@@]4(C)C3CC[C@@]12C)C(C)C (stereo partly specified),/,-2%,/,-2%
O=C(Nc1ccc(F)cc1F)N1CCN(c2ncccn2)CC1,-19,-4%,1,0%
COc1cccc(CN2C(=O)CCC2(C)C(=O)NC2CCCCC2)c1 (stereo unspecified),?,/,-2,0%
COc1ccc(/C=N/N=C2/NC(=O)C(CC(=O)O)S2)cc1OCc1ccccc1Cl (stereo unspecified),13,/,-9,-5%
Nc1ccccc1Nc1cc(-c2ccccc2)nn1-c1ccccc1,16,/,6,-1%
Cc1cc(C)c(C)c(OCCOCCN2CCN(C)CC2)c1,16,/,/,-1%
CCCC[P+](CCCC)(CCCC)Cc1ccc(NC(=O)[C@@H](Cc2ccc3ccccc3c2)NC(=NC2CCCCC2)NC2CCCCC2)cc1,/,-32%,16,-14%
O=C(NC1CCCCC1)N1CCc2[nH]c3ccccc3c2C1,39,-22%,4,-9%
O=C(Oc1ccc(OC(=O)C2CCC2)cc1)C1CCC1,-5,/,/,1%
S=C(c1cn(Cc2ccc(Br)cc2)c2ccccc12)N1CCOCC1,1,/,/,-13%
Cc1ccc(C)c(NC(=O)CS(=O)(=O)c2c[nH]c3ccccc23)c1,5,-3%,5,-1%
CC(=O)/C(=N\Nc1ccc(Cl)cc1Cl)Sc1nnc(-c2ccccc2)n1-c1ccccc1,?,/,-25,6%
COc1ccc(CNC(=S)Nc2cccc(C)c2C)cc1,-16,-29%,2,?
